Source: PubChem BioAssay (several laboratories)
DAX1 inh-1 = DAX1 (NR0B1) inhibitors on StAR promoter, primary screen, cell-based, luminescence, SF-1 (NR5A1), full-length DAX-1; HEK293T StAR-luciferase reporter, SF-1/DAX-1 repression relief; inhibition, % at 6.8 µM; 370,000 tested, 1.1% active; AID 652010, 2013;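 active = inhibition above the mean over all tested compounds plus 3 SD, cut at about 3.6% in these data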;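 note: 0% = DAX-1 cells with DMSO and 100% = cells lacking DAX-1 with DMSO; higher inhibition means more luminescence from relief of DAX-1 repression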
HGIII-sPLA2 inh = human group III sPLA2 inhibitors, primary screen, biochemical, QFRET, BODIPY PC-A2 liposome substrate; QFRET BODIPY PC-A2 liposome hydrolysis, fluorescence; inhibition, % at 12.2 µM; 370,000 tested, 0.56% active; AID 743126, 2013;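 active = inhibition above mean plus 3 SD of compounds lying within the high and low control bounds, cut at about 19% in these data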;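 note: 0% = median of test compound wells and 100% = no enzyme DMSO wells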
Target sequence (Q9NZ20 whole entry, looked up): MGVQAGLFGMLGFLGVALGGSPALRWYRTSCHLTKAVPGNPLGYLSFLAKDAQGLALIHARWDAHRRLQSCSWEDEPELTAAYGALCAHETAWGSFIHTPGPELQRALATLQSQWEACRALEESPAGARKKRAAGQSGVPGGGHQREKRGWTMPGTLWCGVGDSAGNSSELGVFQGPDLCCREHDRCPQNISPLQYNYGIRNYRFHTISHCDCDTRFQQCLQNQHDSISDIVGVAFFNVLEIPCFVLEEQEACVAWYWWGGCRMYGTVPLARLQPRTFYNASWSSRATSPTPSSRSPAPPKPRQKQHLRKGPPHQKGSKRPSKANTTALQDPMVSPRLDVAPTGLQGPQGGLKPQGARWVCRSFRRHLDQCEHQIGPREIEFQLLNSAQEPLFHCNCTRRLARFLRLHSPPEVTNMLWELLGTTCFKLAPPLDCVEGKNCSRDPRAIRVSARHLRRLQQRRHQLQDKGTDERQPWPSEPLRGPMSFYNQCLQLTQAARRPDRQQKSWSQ
GC-B act = human GC-B receptor activators, primary screen, HEK293 GC-B cells, cGMP TR-FRET, EC30 CNP; activation, % at 10 µM; Atrial natriuretic peptide receptor 2 (Homo sapiens), P20594; 370,000 tested, 0.11% active; 0% at EC30 CNP, 100% saturating CNP;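 active = activation at 10 µM reaching about 35% in either raw or pattern-adjusted values, limit read from the data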
ssDAF12 agonist = S. stercoralis DAF-12 nuclear receptor activators, primary screen, cell-based, luminescence, HEK293, GRIP1 co-expression, lit1-tk-luc | 370,000 tested, 1% active | activation, % at 6.8 µM | HEK293 ssDAF-12/GRIP1 lit1-tk-luc reporter; % of 3 µM dafachronic acid response;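 active = activation above the mean over all tested compounds plus 3 SD, cut at about 0.9% in these data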;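 note: 0% = DMSO-only wells and 100% = 3 µM delta7-dafachronic acid wells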
hgDAF-12 ag = H. glycines DAF-12 receptor agonists, primary screen, cell-based, luminescence, HEK293, GAL4 fusion, UAS-luciferase; HEK293 GAL4-hgDAF12 UAS-luciferase reporter, agonist luminescence; normalized to butyrate control; AID 687014, 2013; activation, % at 6.8 µM; Nuclear hormone receptor DAF-12 (Heterodera glycines), GAL4 fusion; 370,000 tested, 1.8% active;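 active = activation above a cutoff set at the mean of all screened compounds plus 3 SD, cut at about 10% in these data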;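 note: 0% = DMSO wells and 100% = sodium butyrate wells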
SMARCA2 activ = SMARCA2 (BRM) function activators, primary screen, cell-based, luminescence, high throughput; MG213 cells, MMTV-luciferase reporter, dexamethasone, overnight; activation, % at 9.1 µM; 370,000 tested, 1% active; in the data active = activation above about 7.8%;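 note: 0% = vehicle wells and 100% = reference activator wells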
GAA850 FXN act = FXN promoter activators, primary screen, cell-based, luciferase luminescence, HEK293 lucGAA850; HEK293 lucGAA850 FXN promoter luciferase reporter, 24 h; percent of 10 µM SAHA response; activation, % at 6 µM; 360,000 tested, 0.56% active;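 active = activation above the average of all compounds screened plus 3 SD, cutoff fixed separately per campaign, cut at about 7.5% in these data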;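 note: 0% = DMSO wells and 100% = 10 µM SAHA wells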
DAX1 inh-2 = DAX1 (NR0B1) inhibitors, primary screen, cell-based, HEK293, Gal4-DAX1, luciferase luminescence. 340,000 tested, 0.99% active. AID 504766, 2011. Nuclear receptor subfamily 0 group B member 1 (Homo sapiens), P51843. inhibition, % at 6.75 µM. HEK293 Gal4-DAX1 luciferase reporter;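 active = inhibition above the mean over all tested compounds plus 3 SD, cut at about 4.2% in these data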;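 note: 0% = DAX1-transfected cells with DMSO and 100% = empty-vector control cells with DMSO; inhibition shows as a rise in luminescence from relieved DAX1 repression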
Target sequence (P51843 207-470 limits assumed): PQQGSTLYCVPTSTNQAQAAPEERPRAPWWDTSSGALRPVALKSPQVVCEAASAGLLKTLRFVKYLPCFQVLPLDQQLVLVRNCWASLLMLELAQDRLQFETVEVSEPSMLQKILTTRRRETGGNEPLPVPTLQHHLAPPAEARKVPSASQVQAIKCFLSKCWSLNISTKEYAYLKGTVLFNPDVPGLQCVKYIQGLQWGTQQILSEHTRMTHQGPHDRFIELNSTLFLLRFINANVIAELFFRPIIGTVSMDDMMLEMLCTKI
ADAM10 inh = human ADAM10 inhibitors, primary screen, biochemical, QFRET, HTS | Disintegrin and metalloproteinase domain-containing protein 10 (Homo sapiens), O14672 | recombinant ADAM10, EDANS/DABCYL FRET peptide cleavage, 3 h | inhibition, % at 7 µM | 370,000 tested, 0.62% active | AID 720582, 2013;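 active = inhibition above a per-campaign cutoff equal to the mean of compounds falling between control-based bounds plus 3 SD, cut at about 20% in these data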;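 note: 0% = DMSO wells while the 100% control is not disclosed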
hcDAF-12 act = H. contortus DAF-12 nuclear receptor activators, primary screen, cell-based, luminescence, HEK293, lit1-tk-luc reporter | HEK293 hcDAF-12 lit1-tk-luc reporter; 0% DMSO, 100% Δ7-dafachronic acid | activation, % at 6.8 µM | 370,000 tested, 1.4% active | AID 652067, 2013;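 active = activation above the mean of all tested compounds plus 3 SD, cut at about 5.5% in these data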;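 note: 100% = response to 3 µM Δ7-dafachronic acid high control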
NPR1 activator = GC-A stimulated cGMP production enhancers – HEK293 GC-A cells, cGMP TR-FRET, EC30 ANP, primary screen. activation, % at 10 µM. 370,000 tested, 0.14% active. 0% at EC30 ANP, 100% saturating ANP; in the data active = activation above about 40%
* marks the source's active call; other numbers are inactive results; / = not tested or not shown.

Start of the data: the first two entries as a preview:
SMILES | DAX1 inh-1 | HGIII-sPLA2 inh | GC-B act | ssDAF12 agonist | hgDAF-12 ag | SMARCA2 activ | GAA850 FXN act | DAX1 inh-2 | ADAM10 inh | hcDAF-12 act | NPR1 activator
CCOc1ccc(Cl)cc1S(=O)(=O)N1CCN(c2ccc(C)c(C)c2)CC1 | 0.1 | -1 | 2 | -1.4 | 0.7 | -3 | 0.1 | 0.3 | -4 | -0.9 | -2
C=Cn1c(N2CCOCC2)nc2c1c(=O)[nH]c(=O)n2C | 0.0 | -1 | 4 | -1.0 | -0.7 | 1 | 1.6 | 0.9 | -2 | -0.4 | 1

This part in full, from the first entry:
SMILES | DAX1 inh-1 | HGIII-sPLA2 inh | GC-B act | ssDAF12 agonist | hgDAF-12 ag | SMARCA2 activ | GAA850 FXN act | DAX1 inh-2 | ADAM10 inh | hcDAF-12 act | NPR1 activator
CCOc1ccc(Cl)cc1S(=O)(=O)N1CCN(c2ccc(C)c(C)c2)CC1 | 0.1 | -1 | 2 | -1.4 | 0.7 | -3 | 0.1 | 0.3 | -4 | -0.9 | -2
C=Cn1c(N2CCOCC2)nc2c1c(=O)[nH]c(=O)n2C | 0.0 | -1 | 4 | -1.0 | -0.7 | 1 | 1.6 | 0.9 | -2 | -0.4 | 1
COc1ccc([C@H]2CC(=O)C=C(c3cc(Cl)ccc3C)C2)cc1 | -1.2 | -1 | -1 | -1.4 | -1.1 | 1 | 0.8 | 1.4 | 7 | -1.1 | -1
Cc1nn(-c2ccccc2)c(N)c1N=Nc1ccc(Cl)cc1 | 2.3 | -1 | -6 | -1.1 | 18* | 4 | 7.0 | 3.1 | 8 | 2.8 | 3
N/C(=N\OC(=O)/C=C/c1ccccc1Cl)c1cccnc1 | 1.5 | 1 | -5 | -0.2 | 6.9 | 4 | 2.7 | / | 9 | 3.8 | 5
C[C@H](NC(=O)c1nc[nH]c1C(=O)NCc1ccc(CNC(=O)OC(C)(C)C)cc1)C(=O)OCc1ccccc1 | 0.1 | -13 | 14 | -1.8 | -0.5 | 0 | -0.2 | 0.0 | 15 | -0.9 | 5
COc1ccc(-c2noc(C3CCCN(C(=O)Nc4ccc(C)c(F)c4)C3)n2)cc1 (stereo unspecified) | -1.2 | -22 | -4 | -1.2 | 3.9 | -4 | / | / | 5 | -1.4 | -1
CC(C)(C)Cc1nnc(NC(=O)c2ccco2)s1 | 0.7 | -2 | 7 | -0.9 | 3.5 | 5 | 3.4 | 3.1 | 3 | -0.1 | 0
CCOC(=O)c1c(CN2CCCCC2)n(C)c2ccc(OC)c(S(=O)(=O)c3ccccc3)c12 | -0.3 | -5 | -5 | -1.2 | -0.5 | 1 | 0.5 | 0.4 | -4 | -0.1 | -7
CN(C(=O)C1CCOC1)c1nnc(-c2ccccn2)s1 (stereo unspecified) | 2.0 | 5 | -1 | -0.5 | 3.8 | 2 | -1.2 | 1.9 | -89 | 3.4 | 2
COc1ccc(NC(=O)c2cccc(NC(=O)C(C)C)c2)c([N+](=O)[O-])c1 | -0.2 | 9 | -2 | -1.0 | 1.0 | -2 | 2.3 | -0.5 | 2 | 0.3 | 4
CCOC(=O)c1cnn(-c2ccc(F)cc2)c1N | 0.1 | -2 | -1 | -0.3 | 2.7 | 3 | 4.3 | 0.6 | -2 | -1.1 | 3
Cc1cccc(Cc2ncc(C(F)(F)F)cc2Cl)c1 | 0.1 | 2 | 5 | -1.3 | 1.0 | -2 | 0.9 | 0.8 | 0 | -1.4 | 4
CCCCN1C[C@H](c2ccccc2)[C@@H](CC(=O)NC)C1=O | 0.7 | 12 | 0 | 0.1 | -2.3 | -7 | 1.5 | 0.5 | -6 | -0.7 | -1
CCOCCCNS(=O)(=O)c1ccc(NC(=O)C2CC(=O)N(c3ccc(C)cc3)C2)cc1 (stereo unspecified) | -0.3 | -28 | 0 | -0.8 | -0.7 | -2 | -0.1 | 1.9 | -3 | 1.6 | 1
CCOC(=O)c1cn(CC2CC2)c2cc(F)c(F)cc2c1=O | -0.7 | 5 | -8 | -0.7 | 1.8 | 1 | 0.0 | 0.3 | -4 | 1.7 | -1
Clc1cccc(Cl)c1COc1ccccc1CNn1cnnc1 | -0.3 | 0 | 1 | -0.7 | -1.8 | -2 | 0.6 | 1.3 | -18 | 1.1 | -4
COC(=O)CC1(C(=O)OC)Oc2ccc(Br)cc2C(=O)N1c1cccc(Cl)c1Cl (stereo unspecified) | -0.6 | -1 | -10 | -0.8 | -0.6 | -3 | -0.6 | 0.7 | 5 | 1.0 | -17
CCCn1c(=N)c(S(=O)(=O)c2ccccc2)cc2c(=O)n3ccccc3nc21 | 0.3 | -5 | 9 | -2.1 | -0.8 | -1 | 3.3 | -0.1 | -269 | 0.9 | 21
Cc1ccc(NC(=O)Nc2cccnc2)cc1NC(=O)Nc1cccnc1 | -0.6 | -18 | 8 | -2.0 | 1.4 | 0 | -0.7 | -0.8 | -6 | -2.3 | 5
COCCNC(=O)Cn1c(=O)n(CCCCCC(=O)Nc2ccccc2)c(=O)c2sccc21 | -0.1 | 0 | 4 | -0.8 | -0.7 | -2 | 1.5 | -0.2 | -4 | -0.2 | 2
COc1ccc(N=Cc2c(O)n(-c3cccc(C)n3)c(=O)c3ccccc23)cc1 | -0.5 | 2 | 6 | -1.2 | -0.9 | 7 | 1.7 | -0.9 | -94 | -2.6 | -7
CCCCOc1ccc(C(C)NC(=O)CCS(=O)(=O)Cc2ccccc2F)cc1 (stereo unspecified) | 0.4 | 6 | 0 | -0.8 | -1.7 | -2 | 0.3 | -1.6 | 3 | -1.1 | 1
CCc1c(C)sc(NC(=S)NC(C)C2CCCO2)c1C(=O)OC (stereo unspecified) | -0.3 | 1 | -5 | -2.5 | 4.4 | 0 | 1.6 | 3.1 | 9 | 0.6 | -4
O=C(NCC12CC3CC(CC(C3)C1)C2)c1nc2ncccn2n1 | 0.8 | 5 | 2 | -0.6 | -1.3 | 0 | 0.6 | -0.4 | 5 | 2.4 | 6
O=C(CSc1nc2ccccc2s1)NC1CCCC1 | -0.5 | 7 | 3 | -1.1 | 0.8 | -5 | 0.8 | -0.6 | -5 | 1.6 | 2
Cc1c(C(=O)Nc2ccccn2)oc2ccc(Br)cc12 | 8.3* | 1 | -1 | 1.8* | 11* | 5 | 2.9 | 3.2 | -5 | 11* | -2
COc1ccc(S(=O)(=O)N2CCCCC2)cc1NC(=O)c1cc(C)on1 | 1.5 | -1 | 5 | -1.1 | -0.1 | -2 | -0.7 | 0.3 | -11 | 0.3 | -5
CCCCCNCc1cccn1C | 1.7 | 1 | 0 | -1.2 | 1.1 | 0 | -0.7 | -0.4 | 6 | -0.5 | 2
O=C(CN1CCCCCC1)Nc1ccc(Oc2ccccc2)cc1 | 0.5 | 2 | -1 | -1.8 | 2.5 | -3 | 2.7 | -1.1 | -5 | -0.5 | 2
CCc1ccc(C2CC(=O)Nc3c2c(=O)nc2c(C)cccn32)cc1 (stereo unspecified) | 1.1 | 0 | 3 | -1.1 | 1.3 | 3 | -1.4 | -0.4 | -11 | 0.6 | -3
COC(=O)c1sccc1NC(=O)c1c(C)noc1C | -0.8 | 8 | -3 | -1.0 | -0.6 | -3 | -0.9 | 0.5 | -8 | -0.8 | 3
CCCNC(=O)Cn1nc(-c2ccccc2OC)ccc1=O | 0.7 | -4 | 0 | -1.2 | 0.1 | -4 | 1.3 | -0.5 | -9 | -0.5 | 1
O=S(=O)(c1ccc(Oc2ccc(-c3nnco3)cc2)nc1)N1CCC(Cc2ccccc2)CC1 | -0.3 | -2 | 4 | -0.9 | 1.8 | -4 | -0.6 | 4.1 | -5 | -1.3 | -1
CC(C)CN(CC(C)C)S(=O)(=O)N1CCC(C(=O)NC2CCCCCCC2)CC1 | -0.9 | 1 | 2 | -1.2 | -1.2 | 2 | 0.6 | 1.9 | 6 | -0.9 | 0
CCOC(=O)N1CCN(C(=O)CS(=O)Cc2nc(-c3ccc(C)cc3)oc2C)CC1 (stereo unspecified) | 0.2 | -1 | 0 | -1.5 | -1.2 | 4 | -0.5 | -0.4 | -3 | -1.0 | 1
O=C(COC(=O)C1(c2ccccc2)CC1)NNC(=O)c1ccccc1 | 0.7 | 1 | -2 | -0.7 | -0.1 | 1 | 2.2 | -1.2 | -22 | -0.2 | 2
COc1ccccc1N1CCN(CC(O)COCCOc2ccc(Br)cc2)CC1 (stereo unspecified) | -0.9 | -1 | -12 | -1.4 | -2.5 | -1 | 0.3 | -0.9 | -4 | -3.4 | -19
COc1ccccc1C/C(N)=N/OC(=O)c1ccc2c(c1)OCO2 | 0.2 | 7 | -1 | -0.2 | 6.6 | -1 | 1.8 | 1.4 | -5 | 2.0 | 5
Cc1ccc(C)c(OCCCC(=O)Nc2nccs2)c1 | 0.8 | -1 | -2 | -1.3 | -0.1 | -1 | -1.0 | -0.4 | 1 | -2.4 | -8
COCCn1nnnc1C(c1cccs1)N1CCN(c2cc(C)ccc2C)CC1 (stereo unspecified) | -0.7 | -4 | 1 | -2.2 | 0.6 | -4 | 1.9 | -0.9 | 1 | -1.9 | -5
O=C(NCc1ccccc1)C1CCCN(S(=O)(=O)c2cccs2)C1 (stereo unspecified) | 1.6 | -8 | 1 | -1.5 | -1.4 | -3 | 0.7 | 0.5 | 10 | -1.1 | 1
Cc1ccc2cc(CCNC(=O)c3ccco3)c(=O)[nH]c2c1 | 2.1 | 3 | -1 | -0.7 | 6.3 | 6 | 2.6 | 1.3 | -22 | 1.0 | 3
Cc1ccc(OCc2cc(C(=O)N(C)Cc3nccn3C)no2)cc1C | -0.1 | 0 | 12 | -0.6 | 1.4 | -1 | 0.1 | -0.8 | -3 | -0.4 | 4
CCc1ccc(C(O)c2ncc(-c3ccccc3OC)[nH]2)cc1 (stereo unspecified) | 0.1 | -11 | 2 | -1.1 | 2.9 | -2 | 1.1 | / | 5 | -0.8 | -1
CCOC(=O)/C(=C/c1cn(C)c2ccccc12)NC(=O)c1ccccc1 | 0.5 | -14 | 0 | -0.9 | 3.0 | 2 | 0.2 | 0.2 | -1 | 3.7 | -2
O=C(Nc1ccccc1)Nc1ccc(Oc2cccnc2)nc1 | 0.0 | -1 | 2 | -1.1 | 2.6 | -2 | -0.6 | 3.4 | 10 | 0.0 | -1
CCCc1ccc2oc(C(=O)N3CCC(COC)C3)c(C)c2c1 (stereo unspecified) | 0.5 | -2 | -5 | -0.5 | 6.5 | 6 | 4.1 | 1.8 | 2 | 0.6 | 1
